# Assay outcomes (PubChem BioAssay)
# CHO-K1 Ca ag – nonselective activator or artifact in parental CHO-K1 cells; Fluo-8 calcium fluorescence; scaled to maximal ATP response, vehicle zero; activation, % at 3 µM; 0.48% of 360,000 active; in the data active = activation above about 15%;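 also: untransfected CHO-K1 host cells lacking M1 receptor as counterscreen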
# TAAR1 antagonist – human TAAR1 antagonism; AID 624466; Q96RJ0; CHO RD-HGA16 TAAR1, Fluo-8 calcium fluorescence, antagonist; 1.5% of 360,000 active; inhibition, % at 3 µM;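 active = inhibition above a per-plate cutoff, the mean inhibition of test compounds on that plate plus 3 SD, cut at about 49% in these data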;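 also: 0% = DMSO plus EC80 beta-PEA response and 100% = DMSO alone without agonist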
# Target sequence (Q96RJ0 whole entry, looked up): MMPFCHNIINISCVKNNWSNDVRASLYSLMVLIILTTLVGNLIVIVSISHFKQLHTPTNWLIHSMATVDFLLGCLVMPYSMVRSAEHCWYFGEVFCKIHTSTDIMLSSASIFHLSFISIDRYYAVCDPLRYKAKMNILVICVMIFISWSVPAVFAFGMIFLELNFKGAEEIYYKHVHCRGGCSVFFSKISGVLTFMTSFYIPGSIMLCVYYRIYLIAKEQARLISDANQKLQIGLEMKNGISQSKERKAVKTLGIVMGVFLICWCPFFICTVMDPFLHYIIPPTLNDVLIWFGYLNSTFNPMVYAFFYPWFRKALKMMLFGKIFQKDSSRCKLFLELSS
#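 Assay system: CHO-derived RD-HGA16 cells stably expressing human TAAR1 plus Gα16. Timing: 140 s kinetic read after compound, 140 s after agonist. Technique: kinetic Fluo-8 calcium fluorescence measurement. Measure: % inhibition of agonist calcium response.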
# OXTR potentiate – human OXTR potentiation | 0.061% of 320,000 active | P30559 | CHO-OTR cells, Fluo-8 calcium fluorescence, potentiator mode; 0% = oxytocin EC15, 100% = EC100 | activation, % at 3 µM | AID 2445;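 active = activation above that plate's cutoff, the mean activation of tested compounds plus 3 SD, cut at about 6.6% in these data, passing the limit was not always enough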;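 also: 100% uses oxytocin at 75 nM as the full agonist control; some results filed as inactive read as strong as hits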
#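 Assay system: CHO-OTR cells, human receptor / Also added: oxytocin at about EC15, sub-maximal agonist stimulus / Dosing: single dose, 3.0 µM nominal final compound concentration / Incubation: 6 min pre-incubation, 100 s read / Technique: Fluo-8 calcium dye fluorescence / Read-out: % activation vs EC15 and EC100 oxytocin / Benchmarks: EC15 oxytocin low, 75 nM oxytocin high / Replicates: singlicate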
# TAAR1 agonist – agonists of human TAAR1; activation, % at 3 µM; CHO RD-HGA16 TAAR1, Fluo-8 calcium fluorescence; vehicle wells 0%, saturating PEA agonist 100%; Q96RJ0; 0.99% of 360,000 active;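 active = activation above the mean activation of all test compounds in the run plus 3 SD, cut at about 38% in these data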
#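 Assay system: CHO-derived RD-HGA16 cells with stable Gα16 and human TAAR1; timing: 17-24 h seeding, 75 min 37 °C dye, 30 min RT; read-out: % activation from peak over basal fluorescence ratio, DMSO-to-PEA scaled; measured by: kinetic Fluo-8 calcium fluorescence; benchmarks: low control DMSO, high control PEA (EC100); doses: 3 µM single concentration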
# CHO-K1 Ca antag – counter-screen for M1 antagonists: effect in parental CHO-K1 cells. ATP-induced calcium, Fluo-8 fluorescence. inhibition, % at 3 µM. 0.6% of 360,000 active. AID 602250;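 active = inhibition above a per-plate cutoff, the plate's mean sample inhibition plus 3 SD, cut at about 24% in these data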;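 also: 0% = DMSO plus EC80 ATP and 100% = DMSO alone without ATP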
# M1 PAM parental – M1 PAM counterscreen hit in parental CHO-K1 cells. activation, % at 3 µM. 0.02% of 360,000 active. ATP EC20, Fluo-8 calcium fluorescence; 0% at ATP EC20, 100% at ATP max;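 active = activation above the run cutoff, the mean activation of all test compounds plus 3 SD, cut at about 40% in these data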;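 also: peak over basal fluorescence ratio in a 140 s read after ATP addition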
# M1 ag – activates human CHRM1 receptor; CHO-K1 hM1, Fluo-8 calcium fluorescence, agonist mode; 0% DMSO, 100% acetylcholine EC100; P11229; activation, % at 3 µM; AID 588814; 0.33% of 360,000 active;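 active = activation above the run's mean compound activation plus 3 SD, cut at about 16% in these data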;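 also: peak over basal fluorescence ratio within a 140 s kinetic read after compound addition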
# Target sequence (P11229 whole entry, looked up): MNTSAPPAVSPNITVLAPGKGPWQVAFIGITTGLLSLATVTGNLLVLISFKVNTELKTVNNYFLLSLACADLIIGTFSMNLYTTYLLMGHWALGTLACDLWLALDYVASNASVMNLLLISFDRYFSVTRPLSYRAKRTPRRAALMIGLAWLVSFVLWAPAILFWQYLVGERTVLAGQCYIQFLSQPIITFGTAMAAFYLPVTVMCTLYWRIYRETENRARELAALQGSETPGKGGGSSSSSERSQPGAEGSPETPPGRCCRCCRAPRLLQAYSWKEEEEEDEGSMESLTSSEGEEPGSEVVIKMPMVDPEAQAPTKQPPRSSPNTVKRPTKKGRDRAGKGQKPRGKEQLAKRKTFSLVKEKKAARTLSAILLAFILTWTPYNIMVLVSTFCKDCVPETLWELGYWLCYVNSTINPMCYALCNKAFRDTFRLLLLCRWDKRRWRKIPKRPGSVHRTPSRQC
# M1 antag – antagonists of human M1 muscarinic receptor. CHO-K1 hM1, Fluo-8 calcium fluorescence, ACh EC80 antagonist. 1.3% of 360,000 active. inhibition, % at 3 µM;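 active = percent inhibition above its own plate's cutoff, namely the mean of that plate's compound wells plus 3 SD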;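 also: peak over basal fluorescence ratio during 140 s after agonist addition; 0% = ACh EC80 plus DMSO and 100% = DMSO alone without agonist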
# CHO parental Ca – counter-screen: ATP calcium response change in parental CHO cells. parental CHO-K1, ATP-induced calcium, Fluo-8 fluorescence. AID 463079. 0.63% of 330,000 active. inhibition, % at 5.6 µM;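 active = inhibition above that plate's mean sample inhibition plus 3 SD, cut at about 26% in these data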;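 also: 0% = ATP-challenged DMSO wells and 100% = DMSO wells without ATP; some compounds past the cut are filed as inactive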
#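 Material – parental CHO cells · Reagent – ATP stimulus · Compound – single nominal dose of 5.6 µM per compound · Detection – Fluo-8 fluorescence · Read-out basis – percent inhibition of calcium signal · Controls – ATP-challenged DMSO wells low, unchallenged DMSO wells high · Repeats – no replicates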
# Numbers without * were called inactive; x = no result given.
SMILES,CHO-K1 Ca ag,TAAR1 antagonist,OXTR potentiate,TAAR1 agonist,CHO-K1 Ca antag,M1 PAM parental,M1 ag,M1 antag,CHO parental Ca
Cc1ccnc(SCC(=O)Nc2cc(C)on2)n1,0.9,-23,-1,1,-14,-9,-3,-4,-13
CCOC(=O)c1sc(NC(=O)CN2CCCC2)c(C(=O)OCC)c1C,-0.1,-7,-2,16,-12,13,-4,-1,-18
Cc1ccc(C(=O)N(C)Cc2ccccc2)cc1S(=O)(=O)N1CCOCC1,1.2,4,2,4,-12,8,-2,-7,-5
CS(=O)(=O)c1ccc(NS(=O)(=O)c2ccc(Cl)c(C(=O)NCc3ccco3)c2)cc1,0.4,-14,-6,9,-19,-17,-1,-21,-8
S=C(Nc1ccc(Br)cc1)N1CCCC1,-0.1,-7,-7,-1,-13,20,-6,-6,6
N/C(=N\S(=O)(=O)c1cc(C(F)(F)F)cc(C(F)(F)F)c1)c1cccs1,1.0,-27,-2,-1,1,6,-3,-14,-19
CCn1c(COc2cccc(C)c2C)nnc1SCC(=O)Nc1cc(C)on1,18*,-3,5,-2,2,7,-5,-1,-7
CC1(C)C[C@H](O)[C@]2(CO)CC[C@]3(C)C(=CCC4[C@@]5(C)CC[C@H](O)C(C)(C)C5CC[C@]43C)[C@@H]2C1 (some centres not stated),0.4,18,-2,19,11,-13,-2,-14,-12
N#Cc1ccsc1NC(=O)CSc1ncnc2ccccc12,-0.4,9,-10,11,1,7,0,0,-23
Fc1ccc(C2c3[nH]c4ccccc4c3CCN2Cc2ccoc2)cc1 (configuration not stated),0.2,-1,-9,2,-3,5,-15,5,-12
O=C(CN1C(=O)C2C3c4ccccc4C(c4ccccc43)C2C1=O)N1CCOCC1 (configuration not stated),0.0,-2,-5,13,2,-3,-2,5,-2
COc1ccc2[nH]c(C(=O)N/N=C/c3cc(OC)c(OC)c(OC)c3)cc2c1,4.5,51*,-21,13,-2,-17,-3,5,-14
COc1ccc(N2C(=O)C3CCCN3C2c2cc(OC)c(OC)cc2OC)cc1 (configuration not stated),0.5,-20,-10,1,0,20,-6,-6,-4
CN[C@H]1CCc2cc(OC)c(OC)c(OC)c2-c2ccc(OC)c(=O)cc21,0.2,-6,1,0,0,16,-3,-35,-17
Cc1ccc(C(=O)NCC(=O)N2CCc3ccccc3C2)cc1C,0.8,-4,4,6,-9,10,-4,-17,-17
O=C(C1CC1)N1CCc2cc(Br)cc(S(=O)(=O)NCCN3CCOCC3)c21,0.5,10,-9,3,-8,17,-3,-8,-7
COc1cc(NC(=O)CC2NCCNC2=O)cc(OC)c1 (configuration not stated),0.3,3,-4,4,-5,15,-1,-2,5
COc1ccc(C)cc1NC(=O)CCS(=O)(=O)c1ccc2c(c1)oc(=O)n2C,-0.1,-11,-2,0,3,1,-2,14,-19
CC(=O)N1CCCN(Cc2nc(C3(c4ccc(C)cc4)CCCC3)no2)CC1,0.0,-7,0,2,-3,1,-4,-12,-13
CCC(=O)Nc1ccc(NC(=O)CSc2nnnn2CC)cc1C,0.6,3,-7,5,0,12,-2,-8,-5
Cc1ccc(S(=O)(=O)NC(=O)C2(C)CCN2C(=O)c2ccc(C(F)(F)F)nc2C)cc1 (configuration not stated),0.8,14,x,-1,-17,33,-2,-17,x
O=C(c1ccc(Cl)cc1)N1CCc2ccccc21,0.1,-14,1,16,-12,18,-7,0,-15
O=C(/C=C\c1ccccc1)NCC(=O)N/N=C/c1ccc(O)cc1O,-0.5,x,-8,x,1,-20,-3,-4,0
Cc1noc(C)c1CCC(=O)NC1CCCN(Cc2ccc(CC(C)C)cc2)C1 (configuration not stated),3.3,-10,-4,0,-9,-13,-5,54*,-29
COCCNC(=O)CN(Cc1ccc(F)cc1)C(=O)CCC(=O)Nc1nccs1,0.3,-11,0,-1,-18,2,-2,-13,2
Cn1cc(S(=O)(=O)N2CCN(c3cccc(Cl)c3)CC2)c(=O)n(C)c1=O,4.2,7,1,3,-19,28,-3,-16,-5
Cc1ccc(-n2c(CC#N)n[nH]c2=S)c(C)c1,0.3,-14,-3,1,-7,-4,4,-15,0
CCCc1ccc(OCC(=O)NNC(=S)NC(=O)c2ccco2)cc1,7.2,74*,-17,83*,-3,5,4,7,20
CC(NC(=O)C1CCN(S(=O)(=O)c2ccc(Br)s2)CC1)c1ccccc1 (configuration not stated),8.0,0,-8,4,-5,0,-5,-5,-6
CCn1nc(C)c(NS(=O)(=O)c2ccc(C)cc2)c1C,8.1,-5,-3,3,-12,21,0,2,4
Cn1c(=O)c2c(nc(Br)n2CCCc2ccccc2)n(C)c1=O,3.2,-6,-7,14,-5,22,0,-14,-23
C/C(=C\c1ccccc1)C(=O)Nc1cc(C)on1,0.2,1,-7,11,-4,14,-2,4,-1
CCOc1ccc2nc(N(CCN(C)C)C(=O)c3ccc4ccccc4c3)sc2c1,0.9,-5,-8,1,-16,-2,-3,4,1
COc1ccc2[nH]c(=O)c(CN(C(=O)c3cccnc3)c3ccc(C)cc3C)cc2c1,5.4,22,-6,7,-13,22,-2,-5,-13
COc1ccccc1C(=O)NCCC(=O)NC1CCCC(C)C1C (configuration not stated),4.0,1,-7,4,-12,20,-2,-7,3
N=c1sccn1CC(=O)Nc1cc(Cl)ccc1Oc1ccccc1,7.9,x,-17,x,5,18,0,-2,-8
C=CCNC(=O)CSc1nnc(-c2cccs2)o1,-0.2,-7,-12,4,6,-4,-3,-10,0
Cc1ccc2cc(CN(C)S(C)(=O)=O)c(=O)[nH]c2c1,-0.2,-12,-4,1,-10,3,-5,11,-11
Cc1ccc(-n2c(O)c(C=Nc3ccccc3-c3n[nH]c(=S)[nH]c3=O)c3ccccc3c2=O)c(C)c1,0.1,42,-5,3,-4,21,-9,6,-18
O=C(Nc1cccc(C(F)(F)F)c1)C1Cc2c(-c3ccc(Cl)cc3)ccnc2O1 (configuration not stated),1.3,-11,x,4,-19,9,-1,-14,x

# Brought forward from above: 3 compounds, followed by the next part.
SMILES,CHO-K1 Ca ag,TAAR1 antagonist,OXTR potentiate,TAAR1 agonist,CHO-K1 Ca antag,M1 PAM parental,M1 ag,M1 antag,CHO parental Ca
Cc1ccc2cc(CN(C)S(C)(=O)=O)c(=O)[nH]c2c1,-0.2,-12,-4,1,-10,3,-5,11,-11
Cc1ccc(-n2c(O)c(C=Nc3ccccc3-c3n[nH]c(=S)[nH]c3=O)c3ccccc3c2=O)c(C)c1,0.1,42,-5,3,-4,21,-9,6,-18
O=C(Nc1cccc(C(F)(F)F)c1)C1Cc2c(-c3ccc(Cl)cc3)ccnc2O1 (configuration not stated),1.3,-11,x,4,-19,9,-1,-14,x
COC(=O)CNC(=O)CNC(=O)Nc1ccccc1Cl,0.9,5,-5,5,-13,24,-4,-6,-14
O=C(Cn1cnc2c(cnn2-c2ccccc2)c1=O)NC1CCCC1,0.4,1,-5,1,-9,23,-1,-16,-16
Cc1coc(NC(=O)CSc2nc(-c3ccncc3)cc(C(F)(F)F)c2C#N)n1,0.5,13,0,7,-2,17,-2,-2,1
COc1ccc(C(C)=O)cc1CSc1nnc(SCc2cc(C(C)=O)ccc2OC)s1,x,-5,3,3,x,x,x,x,-9
CCOC(=O)c1c(-c2ccccc2)oc2cc(Br)c(O)cc12,0.1,23,x,4,1,8,-3,-3,x
COCCOC(=O)C1=C(C)NC(=S)NC1/C=C/c1ccccc1 (configuration not stated),0.1,-16,2,2,-3,10,-7,0,-9
COc1cccc(CN2CCNC(=O)C2CC(=O)N(Cc2cnn(C)c2)C(C)C)c1 (configuration not stated),4.8,3,1,6,11,11,-6,16,-14
Cc1ccc(C(=O)O/N=C2/CC3CCC2(C)[C@@]3(C)CBr)cc1 (some centres not stated),-0.3,-8,-20,24,-10,8,-4,-6,-24
COc1ccc(C2CC(=O)C(CS(=O)(=O)c3ccccc3)C(=O)C2)cc1 (configuration not stated),0.1,-4,3,8,1,-2,-5,10,-15
Cc1cccc(C(=O)N2CCC(=O)N([C@H](COCc3cccc(C(F)(F)F)c3)Cc3ccccc3)CC2)c1,1.9,39,x,2,-13,2,x,x,x
COC(=O)c1ccc(COC(=O)C(CCSC)NC(=O)COc2ccccc2)cc1 (configuration not stated),6.9,24,-8,2,-5,-4,-2,-7,-9
CC(C)c1ccc(OCc2ccc(C(=O)N(C)C)o2)cc1,3.1,0,-20,2,16,-10,-5,2,7
CC1=C(C(=O)N(C)C)CC(CC(=O)NCc2cccc3ccccc23)C(=O)N1Cc1ccc(C(C)(C)C)cc1 (configuration not stated),1.1,8,x,4,1,9,-7,-2,x
CC1CN(C(=O)c2cc(Br)c(Br)s2)CC(C)O1 (configuration not stated),-0.1,-8,-3,3,-11,7,-5,-1,-11
CCOc1ccc(NC(=O)CC2C(=O)N(c3ccc(OCC)cc3)C(=S)N2C2CC2)cc1 (configuration not stated),0.2,-5,-7,1,-9,19,-2,2,-26
Cc1nc2c(-c3ccc(F)cc3)c(C)nn2c(C)c1CCC(=O)N1CCN(c2ccc(F)cc2)CC1,-0.1,12,0,1,0,8,-6,-10,-11
CCc1nnc(NC(=O)CSc2nnc(COc3ccc(C#N)cc3)n2-c2ccccc2)s1,0.6,21,-9,2,-20,3,-1,-11,-11
O=C(c1cc(Br)ccc1Cl)N1CCN(c2ccccn2)CC1,1.9,2,x,3,-5,7,-7,-4,x
CN(C)c1nc(N)c([N+](=O)[O-])c(NCC2CCCO2)n1 (configuration not stated),-0.1,-13,-1,7,7,-1,-4,-20,-4
O=C(Nc1ccc(-c2ccco2)cc1)C1CCCN(Cc2ccco2)C1 (configuration not stated),1.1,-14,x,1,-8,18,-6,-4,x
Cc1cc(Nc2ccccc2N2CCOCC2)n2ncnc2n1,-0.7,0,-1,13,5,-1,1,-6,0
Cc1ccc(S(=O)(=O)N2CCOCC2)cc1NC(=O)CSc1cccc[n+]1[O-],1.0,-4,-5,0,-13,26,-2,-17,1
Cc1ccc(SCCCn2cncn2)cc1,1.0,-2,-4,8,-13,24,-4,-5,-6

# Laid out differently: results already given.
# Each structure is followed by: CHO-K1 Ca ag, TAAR1 antagonist, OXTR potentiate, TAAR1 agonist, CHO-K1 Ca antag, M1 PAM parental, M1 ag, M1 antag, CHO parental Ca
O=C(c1cc(Br)ccc1Cl)N1CCN(c2ccccn2)CC1
  1.9, 2, x, 3, -5, 7, -7, -4, x
CC(C)c1ccc(OCc2ccc(C(=O)N(C)C)o2)cc1
  3.1, 0, -20, 2, 16, -10, -5, 2, 7
